Bioassay records deposited in PubChem by National Center for Advancing Translational Sciences (NCATS).
12-LOX inh – Primary qHTS assay for inhibitors of human arachidonate 12S-lipoxygenase (ALOX12): Round 2. Polyunsaturated fatty acid lipoxygenase ALOX12 (Homo sapiens), P18054. purified 12hLO, xylenol orange hydroperoxide absorbance. Potency, µM (top dose mostly 108 µM), without a hit: at the top dose activity change, negative = inhibition, actives largely listed as inhibitors. hit rate 1.1% among 580,000; active = well fitted inhibition curve with a large enough effect; inconclusive = small, poorly fitted or top-dose-only effect, or another doubt; inactive = no such curve, though single readings can be large or run the other way
Target sequence (P18054 whole entry, looked up): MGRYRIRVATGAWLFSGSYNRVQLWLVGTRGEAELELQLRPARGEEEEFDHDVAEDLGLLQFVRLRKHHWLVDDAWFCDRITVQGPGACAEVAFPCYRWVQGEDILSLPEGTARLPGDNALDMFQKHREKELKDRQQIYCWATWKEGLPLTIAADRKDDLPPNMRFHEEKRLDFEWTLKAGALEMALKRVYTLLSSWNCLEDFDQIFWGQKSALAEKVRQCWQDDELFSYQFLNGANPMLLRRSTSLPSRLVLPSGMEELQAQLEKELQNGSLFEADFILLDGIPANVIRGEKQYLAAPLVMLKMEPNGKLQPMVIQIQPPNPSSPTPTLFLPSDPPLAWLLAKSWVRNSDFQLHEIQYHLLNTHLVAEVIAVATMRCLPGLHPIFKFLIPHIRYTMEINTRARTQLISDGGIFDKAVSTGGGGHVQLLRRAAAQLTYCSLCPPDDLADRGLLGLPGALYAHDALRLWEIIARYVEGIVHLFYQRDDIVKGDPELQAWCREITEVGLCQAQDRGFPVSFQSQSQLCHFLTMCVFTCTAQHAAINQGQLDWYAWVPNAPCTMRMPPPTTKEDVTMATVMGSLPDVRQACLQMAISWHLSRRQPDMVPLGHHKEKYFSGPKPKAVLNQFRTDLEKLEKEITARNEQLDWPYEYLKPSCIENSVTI
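Purified human 12hLO at 150 nM in 25 mM Hepes, 0.01% Triton X-100, pH 7.0, preincubated 15 min at room temperature with compound. Reaction started with 40 uM arachidonic acid, 30 min at room temperature. Hydroperoxide measured by Fe-xylenol orange, 573/405 nm absorbance ratio.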
* = called active by the depositor; ? = inconclusive; & = joins results of further samples; [ ] = dose if it differs, or a comment. % is scaled to controls: 0 for no effect and ±100 for the full control effect; potency is read from the fitted curve at half-maximal effect. Some of the compounds tested; count on the stated rates, not on these rows.

12-LOX inh	mol
-24%[57.4 µM]	CC1CCC(C(=O)N(c2cc(C#CC(C)(C)C)sc2C(=O)O)C2CCC(O)CC2)CC1 (stereo not drawn)
24%	O=C(NC1CC1)[C@@H]1C[C@H](Oc2ccccc2)CN1C(=O)CN1CCCCCC1
-7%[176 µM]	COCCn1cnc2ccc(-c3ccsc3)nc2c1=O
13%	COc1ccccc1-c1nnc(SCC(=O)N(C)C2(c3ccccc3Cl)CCCCC2=O)n1C (stereo not drawn)
-14%	CCOc1ccccc1Oc1coc2cc(OCC(=O)N3CCCCCC3)ccc2c1=O
28%	OC[C@]12CCCN[C@@H]1CCN(Cc1cccc(-c3ccccn3)c1)C2
23%	O=c1n(CC2CC2)nc2n1CCC(NS(=O)(=O)c1cccs1)CC2 (stereo not drawn)
4%	Cc1ccc(C(C(=O)NC2CCCCC2)N(C)c2ccccc2)cc1 (stereo not drawn)
46%[activator]	CN1CCc2[nH]nc(C(=O)N3CCC4(CC3)c3nc[nH]c3CCN4C)c2C1
?	CCCCNC(=S)N/N=C1\CC2CC=CC12 (stereo not drawn)

Quoted at random: 2 entries already listed, in no set order.
12-LOX inh	mol
?	CCCCNC(=S)N/N=C1\CC2CC=CC12 (stereo not drawn)
24%	O=C(NC1CC1)[C@@H]1C[C@H](Oc2ccccc2)CN1C(=O)CN1CCCCCC1

Remaining list, next part:
12-LOX inh	mol
?	CC(C)(C)C1CCC(NC(=O)c2ccncc2)CC1 (stereo not drawn)
-11%	CN(C)Cc1ccccc1-c1cncnc1NC1CC1
?	COc1ccc2c3c(n(C)c2c1)[C@@H](CO)N(Cc1cc(F)ccc1F)CC31CN(C(C)=O)C1
2%[176 µM]	Cc1nn(-c2ccccn2)c(C)c1[C@@H]1C=C[C@@H](NC(=O)CCCC(=O)O)C1
9%[176 µM]	COc1cccc(C(=O)N[C@H]2[C@H](O)[C@H](O)C[C@@H]2c2ccccc2)c1
-3%	CCOC(=O)c1c(S(=O)(=O)NCC(=O)N2CCC3(CC2)OCCO3)c(C)n(C)c1C
-6%	Cc1ccc(C(=O)N2C(C(=O)NC(C)C)COC23CCN(C(=O)c2ccccc2F)CC3)cc1 (stereo not drawn)
-4%	CCn1c2c(c(=O)n1Cc1ccccc1)CCN(C(=O)c1ccc(Oc3ccccc3)cc1)C2
?	Cc1cc(C)cc(NC(=O)c2cnn3c2NC(C(=O)O)=CC3/C=C/c2ccccc2)c1 (stereo not drawn)
13%	CC(C)c1ccccc1OCC(=O)c1ccc2c(c1)N(CC(=O)N1CCOCC1)C(=O)CO2

12-LOX inh	mol
74%[activator]	CN(C)C(=O)c1cccnc1CCC1COc2ccccc2O1 (stereo not drawn)
-22%	CCCNC(=O)c1ccc(CSc2nc3cccnc3n2Cc2ccc(OC)cc2)cc1
-50%[176 µM]	COc1cccc(-c2cccc(CN3CCCC(C)(NC(C)=O)C3)c2)c1 (stereo not drawn)
41%[activator]	CC(NC(=O)c1cc(=O)c2ccccc2o1)C(=O)N1CCOCC1 (stereo not drawn)
18%	CCCCNC(=O)c1cccc2c1CCN2C(=O)Nc1ccc(C)cc1
56%[activator]	CNc1nccc(N2CCC(CC(=O)N3CCN(c4cccc(OC)c4)CC3)CC2)n1
-15%	Cc1ccc2c(c1)CCCN2C(=O)c1n[nH]c(=O)c2ccccc12
-29%	N#CCCCCOc1ccc(-c2ccccc2)cc1
-23%	COc1ccccc1CC(=O)N1CCCN(CCc2ccccc2)c2ccccc21
-3%	Cc1ccc([S+](=O)([O-])N2CCCCC23Cc2ccccc2NC3=O)cc1 (stereo not drawn)

12-LOX inh	mol
-7%	C[C@H]1COc2cccc(N3CCCC3)c2S(=O)(=O)N1
-3%	CN(CC(=O)NC1(C#N)CCCCC1)c1cccc(C#N)c1
-1%	O=C(CSC1=NS(=O)(=O)c2ccccc2N1Cc1ccccc1)Nc1cccc(Cl)c1
-6%	NS(=O)(=O)c1cccc(C(=O)O)c1
23%	COCC1CN(C(=O)c2ccc(Br)cc2)CC12CCNCC2 (stereo not drawn)
4%[176 µM]	COc1ccc(NC(=O)C2(C)CCCc3cnc(NCc4ccccc4)nc32)cn1 (stereo not drawn)
-21%	CCSc1nnc2c(n1)OC(C)N(C(=O)CC)c1ccccc1-2 (stereo not drawn)
1%[176 µM]	CC(=O)OCC=C(C)C
-9%	Cn1cncc1C(=O)NC1CCN(c2ccc(=O)n(C)n2)CC1
65%[activator]	CC1CCc2sc(C(=O)N(C)Cc3cc(-c4ccncc4)no3)cc2C1 (stereo not drawn)

12-LOX inh	mol
2%	CCc1noc(CC2CCOC3(CCN(S(=O)(=O)c4cccc(OC)c4)CC3)C2)n1 (stereo not drawn)
100%[activator]	Cc1cnc(C(=O)NCCc2ncc(C)n2C2CC2)cn1
16%	CC(C(=O)NCc1ccccc1)N1C(=O)COc2ccc(C(=O)COc3ccc(F)cc3)cc21 (stereo not drawn)
21%	CSc1ccc(Nc2ncncc2-c2nc(-c3ccccc3)no2)cc1
8%	COc1ccc(CC(=O)NC2CCCN(c3cc(-c4ccc(F)cc4)[nH]n3)C2)cc1 (stereo not drawn)
-41%[176 µM]	Cc1noc2c(-c3ccc(N4CCOCC4)cc3)cc(-c3cccnc3)nc12
?	O=C1NC2(CCCC2)C(=O)N1Cc1coc(-c2ccc(Cl)cc2)n1
-1%	Cc1cccc(NC(=O)C2Cn3cccc3C(=O)N2)c1 (stereo not drawn)
?	C=CCN(Cc1cccs1)C(=O)CCl
-7%&11%	O=C(Cc1cccc(Cl)c1)N1CCC2(C1)C(=O)N(CCc1ccccc1)c1ccccc12 (stereo not drawn)

Laid out differently: 17 of the compounds above.
Structure | 12-LOX inh
NS(=O)(=O)c1cccc(C(=O)O)c1 | -6%
COCC1CN(C(=O)c2ccc(Br)cc2)CC12CCNCC2 (stereo not drawn) | 23%
COc1ccc(NC(=O)C2(C)CCCc3cnc(NCc4ccccc4)nc32)cn1 (stereo not drawn) | 4%[176 µM]
CCSc1nnc2c(n1)OC(C)N(C(=O)CC)c1ccccc1-2 (stereo not drawn) | -21%
CC(=O)OCC=C(C)C | 1%[176 µM]
Cn1cncc1C(=O)NC1CCN(c2ccc(=O)n(C)n2)CC1 | -9%
CC1CCc2sc(C(=O)N(C)Cc3cc(-c4ccncc4)no3)cc2C1 (stereo not drawn) | 65%[activator]
CCc1noc(CC2CCOC3(CCN(S(=O)(=O)c4cccc(OC)c4)CC3)C2)n1 (stereo not drawn) | 2%
Cc1cnc(C(=O)NCCc2ncc(C)n2C2CC2)cn1 | 100%[activator]
CC(C(=O)NCc1ccccc1)N1C(=O)COc2ccc(C(=O)COc3ccc(F)cc3)cc21 (stereo not drawn) | 16%
CSc1ccc(Nc2ncncc2-c2nc(-c3ccccc3)no2)cc1 | 21%
COc1ccc(CC(=O)NC2CCCN(c3cc(-c4ccc(F)cc4)[nH]n3)C2)cc1 (stereo not drawn) | 8%
Cc1noc2c(-c3ccc(N4CCOCC4)cc3)cc(-c3cccnc3)nc12 | -41%[176 µM]
O=C1NC2(CCCC2)C(=O)N1Cc1coc(-c2ccc(Cl)cc2)n1 | ?
Cc1cccc(NC(=O)C2Cn3cccc3C(=O)N2)c1 (stereo not drawn) | -1%
C=CCN(Cc1cccs1)C(=O)CCl | ?
O=C(Cc1cccc(Cl)c1)N1CCC2(C1)C(=O)N(CCc1ccccc1)c1ccccc12 (stereo not drawn) | -7%&11%

The listing continues.
12-LOX inh	mol
55%[activator]	CN(C(=O)c1ccc(-c2nnc3ccc(NC(=O)C4CCC4)cn23)cc1)C1CCCCC1
47%	CC(C)(N)C(=O)N1CCCC(N2CCN(c3cccc(Cl)c3)CC2)C1 (stereo not drawn)
-1%	CCCn1cc2c3c(cccc31)CN(C(=O)COc1ccccc1)CC2
10%	O=S(=O)(NCCc1noc(-c2ccncc2)n1)c1ccccc1
9%[6.33 µM]	O=Cc1cccc(N2CCN(C(=O)c3ccc4c(c3)OCO4)CC2=O)c1
-43%	CCOC(=O)c1cnc2c(Cl)c(Cl)ccc2c1NCCOC(=O)C(C)C
-2%	COc1ccc(OC)c(CCNC(=O)CSCc2cnn(-c3ccccc3)c2-n2cccc2)c1
10%[176 µM]	COc1ccc(-c2cc3c(ccn3C)c(C(=O)NCCC(N)=O)n2)cc1OC
8%	Cc1cc(C)cc(NC(=O)c2nc3ccccc3nc2N2CCN(C)CC2)c1
56%[activator]	Cc1ccc(C(=O)N2C[C@@H](F)C[C@H]2C(=O)N2CCCCC2)c(C)c1

12-LOX inh	mol
20%	O=C(C[C@H]1NC(=O)c2ccccc2NC1=O)Nc1nc2c(s1)CCC2
?	CCCCCCCCN1C(=O)[C@@H](CC(=O)NCCCN2CCCC2=O)C[C@@]2(C(=O)OC)C1=C[C@H](C(C)(C)C)O[C@@H]2C
11%	CCn1c(CSc2n[nH]c(-c3ccc(OC)cc3)n2)nc2cc(S(=O)(=O)N(C)C)ccc21
44%[activator]	O=C(Cn1ccn2nc(-c3ccc(F)cc3)c(CO)c2c1=O)N1CCCC1
-17%	COC(=O)c1ccc(COc2ccccc2)o1
?	Cn1c(=O)[nH]c(=O)c2c1nc(N1CCN(C/C=C/c3ccccc3)CC1)n2Cc1ccc(Cl)cc1
-23%	Cc1nnc(SCC(=O)NC(C)C(C)C)s1 (stereo not drawn)
-7%	CCn1c(C)ccc(C(=O)N2CCc3[nH]nc(-c4ccccc4F)c3C2)c1=O
?	N#CC1=C(N)OC2=C(C(=O)CC(c3cccs3)C2)C1c1ccccc1 (stereo not drawn)
44%[activator]	Cc1cc(C)cc(NC(=O)N2CCC(Oc3ncccc3C(=O)N(C)C)C2)c1 (stereo not drawn)

12-LOX inh	mol
3%	COc1cc(=O)n2c(c1C(=O)NC(C)c1ccco1)CCN(C(=O)c1ccccc1SC)CC2 (stereo not drawn)
49%[activator]	O=C(Nc1cccc(Cl)c1)N1CCC(Oc2ncccc2C(=O)N2CCOCC2)C1 (stereo not drawn)
17%	CN(C)C(=O)N1CCc2nc(-c3ccc(Cl)cc3)nc(-c3ccccc3)c2C1
39%	Cc1c(Cl)cc(C(=O)N(C)CCC2CCOCC2)cc1Cl
57%[activator]	O=C(NCCN1CCC(Cc2ccccc2)CC1)C1(CCO)CC12CCOCC2 (stereo not drawn)
20%[176 µM]	O=C(NCc1ccc(Cl)nc1)c1ccn2nccc2c1
23%	Cc1c(Cl)cccc1NC(=O)CN1C(=O)NC2(CCCCC2)C1=O
?	Cc1ccc(C(=O)/C=C/c2cc(Br)ccc2F)o1
48%[activator]	Cc1nn(C)c(C)c1S(=O)(=O)N1CCC(c2ncc(C)n2C(C)C)C1 (stereo not drawn)
-2%[176 µM]	COc1ncc(-c2ccnc(-c3nnc(C)n3-c3ccccc3)c2)cn1

12-LOX inh	mol
-1%	COc1cc2oc(=O)c(CC(=O)N3CCCC3)c(C)c2cc1OC
37%	OCC1(CN2CCCC2)CCN(Cc2ccc3ccccc3c2)CC1
12%	O=[N+]([O-])c1ccc(-c2nc(Nc3ccccc3)c3ccccc3n2)cc1
-22%	Cc1noc(-c2ccn3c(CNC(=O)c4ccc5ccccc5n4)nnc3c2)n1
?	OB(O)c1cccc2c1Sc1ccccc1S2
-20%[176 µM]	COc1ccc(Nc2cnc3ccc(N(C)Cc4cccnc4)nn23)cc1
?	CC(C)c1nc(C2Cc3ccccc3N2C(=O)NC2CCCC2)no1 (stereo not drawn)
0%	COc1cc(OC)c(NC(=O)C2CCCN(c3ccc4nnc(C)n4n3)C2)cc1Cl (stereo not drawn)
46%[activator]	COC1CCN(c2ccc(-c3nc(COc4ccccc4)no3)cn2)CC1
9%	CN(Cc1nc2ccccc2[nH]1)S(=O)(=O)c1ccc(F)cc1

12-LOX inh	mol
-2%[176 µM]	O=[N+]([O-])c1ccccc1CN1C[C@H](O)C[C@H]1c1nc(Cc2ccc(F)cc2Cl)no1
9%	CCCNC(=O)N1CCC2(CC1)CC(c1ccccc1)C(=O)N2C (stereo not drawn)
-25%	COc1ccc(C(=O)Oc2ccccc2OC)cc1Br
38%[activator][176 µM]	CC(C)(C)OC(=O)N1CCCC(n2c(=O)[nH]c3cccnc32)C1 (stereo not drawn)
34%	FC(F)(F)c1ccc(CN2CCn3c(nnc3C3CCCNC3)C2)cc1 (stereo not drawn)
-3%	CCN(CC)c1ccc(CNC(=O)c2scnc2C)cn1
14%	O=C(c1nnc(CN2CCOCC2)n1Cc1ccccc1)N1CCC[C@@H]1c1ccc(Br)cc1
-9%	COCC(C)n1c(C)cc(C(=O)COC(=O)Cn2cnc3c2c(=O)n(C)c(=O)n3C)c1C (stereo not drawn)
45%[activator]	c1ccc(-n2cncn2)c(Cn2ccnc2-c2cc3n(n2)CCCNC3)c1
-34%	CCOC(=O)C1CCCN(c2ccc(C#N)cn2)C1 (stereo not drawn)

12-LOX inh	mol
20%	COc1ccc(-c2nc(C#N)c(N3CCN(C(=O)c4cccs4)CC3)o2)cc1
-11%	O=C(CSc1nnc2ccc(-c3ccc4c(c3)OCO4)nn12)NCc1ccccc1Cl
24%	CCS(=O)(=O)N(C1CC1)C1CCOC2(CCN(C(=O)c3ccccc3OC)CC2)C1 (stereo not drawn)
0%	COc1ccc(OCC(O)Cn2c(N(C)C)nc3c2c(=O)n(C)c(=O)n3C)cc1 (stereo not drawn)
-9%	CN(Cc1nc2scc(-c3ccc(F)cc3)c2c(=O)[nH]1)Cc1cccs1
11%	COCc1noc([C@@H]2CN(C(=O)CCc3c[nH]c4ccccc34)C[C@H]2C(N)=O)n1
?	O=C(/C=C/C=C/c1cccs1)c1ccc(-c2ccccc2)cc1
9%	COc1cccc(CNC(=O)c2ncoc2-c2cccc(C)c2)c1OC
25%	CC(C)(C)NC(=O)c1ccc(NC(=O)c2cc(=O)[nH]c3ccccc23)cc1
10%[6.33 µM]	NCCCC(=O)N1CCC2(CC1)CN(C(=O)c1ccc(Cl)cc1)CCO2
